SKBR3 24h inh – SK-BR-3 proliferation inhibitors, primary screen, cell-based, human, 24 h; viability, % at 10 µM; hit rate 0.47% among 41,000; SK-BR-3 viability, CellTiter-Glo ATP luminescence; active compounds read low;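 active means viability at or below the median of all test compounds minus 3 SD, in both replicates if run twice, cut at about 45% in these data; inconclusive means duplicate replicates that disagree with each other; inactive means viability above that cutoff in every replicate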;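 further: 100% = median untreated cell wells and 0% = median positive control drug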
An asterisk follows results filed as active; ? = inconclusive. This is a subset (hit frequency here may not be typical).

structure	SKBR3 24h inh
CCC(=O)Nc1ccc(S(=O)(=O)Nc2cccc(C)c2)cc1OC	91
COc1ccccc1N1CCN(CC(=O)c2c(C)[nH]c3ccccc23)CC1	80
CC1(C)CC(=O)C2=C(C1)Nc1ccccc1N=C2	95
CC1(C)C(=O)OC(c2cccs2)C(C)(C)C1=O (stereo unspecified)	79
CCn1c(=N)c(C(=O)NC)cc2c(=O)n3cccc(C)c3nc21	89
CCOC(=O)CN1CC23C=CC(O2)C(C(=O)NCc2cccs2)C3C1=O (stereo unspecified)	82
O=C(c1ccccc1)N1CCN(CC#CC2(O)CCCCC2)CC1	95
COc1ccc(C2c3c(oc4ccc(C)cc4c3=O)C(=O)N2c2cc(C)ccn2)cc1OC (stereo unspecified)	86
CCOC(=O)C1C(=O)NC(N2CCCCC2)=NC1C(C)C (stereo unspecified)	98
CCn1c(SCC(=O)Nc2cccc(C(C)=O)c2)nnc1C(C)C	93
CCc1ccc2c(c1)C(C)=CC(C)(C)N2	93
CCCn1c(O)c(CN2CCCC(C)C2)c(C)c(C#N)c1=O (stereo unspecified)	102
Cc1ccc(-c2nnn(CC(=O)Nc3ccccc3N3CCOCC3)n2)cc1	118
Cc1ccc(-n2ncc3c(=O)n(CC#N)cnc32)cc1	155
COc1ccc(CCNC(=O)C2CCCCC2C(=O)O)cc1OC (stereo unspecified)	99
CCn1c2ccccc2c2cc(C3C(C#N)=C(N)Oc4n[nH]c(COC)c43)ccc21 (stereo unspecified)	?
COc1ccc(Cn2c(=O)[nH]c3cc(C(=O)NCCCN4CCCC4=O)ccc3c2=O)cc1	82
c1ccc(-c2nnc(-c3ccco3)o2)cc1	108
COc1ccc2[nH]c(=O)c(CN(Cc3ccccc3)Cc3nnnn3CC3CCCO3)cc2c1 (stereo unspecified)	105
C=CCn1c(Cc2csc(N)n2)nnc1SCC(=O)Nc1ccc(C(=O)OCC)cc1	81
Cn1c(-c2ccc(Br)o2)nc2ccccc21	95
CCCCNC(=O)C(C#N)c1nc2ccccc2nc1N1CCCC1 (stereo unspecified)	81
Cc1cccc(C)c1-n1nnnc1SCSc1nnnn1-c1c(C)cccc1C	93
O=C(NCc1cccs1)c1ccccc1C(=O)NCc1cccs1	98

Reprinted at random: seven compounds from above
structure	SKBR3 24h inh
Cc1cccc(C)c1-n1nnnc1SCSc1nnnn1-c1c(C)cccc1C	93
Cn1c(-c2ccc(Br)o2)nc2ccccc21	95
C=CCn1c(Cc2csc(N)n2)nnc1SCC(=O)Nc1ccc(C(=O)OCC)cc1	81
COc1ccc2[nH]c(=O)c(CN(Cc3ccccc3)Cc3nnnn3CC3CCCO3)cc2c1 (stereo unspecified)	105
COc1ccc(Cn2c(=O)[nH]c3cc(C(=O)NCCCN4CCCC4=O)ccc3c2=O)cc1	82
CCCCNC(=O)C(C#N)c1nc2ccccc2nc1N1CCCC1 (stereo unspecified)	81
c1ccc(-c2nnc(-c3ccco3)o2)cc1	108

Next section:
structure	SKBR3 24h inh
COc1ccccc1-c1nnc(Nc2nc3c(OC)cccc3s2)o1	75
O=c1c2cc(-c3ccccc3)sc2ncn1/N=C/c1ccco1	97
Fc1cnc(N2CCOCC2)nc1NCc1ccccc1	92
CCN(CC)S(=O)(=O)c1cc(Br)c(C)cc1OC	98
CCn1c(SCC(=O)Nc2cc(C)ccc2C)nnc1-c1cnccn1	96
Cc1csc(=NC(=O)c2ccccc2)n1Cc1ccco1	78
Cc1ccc(S(=O)(=O)NC2=NCN(Cc3ccccc3)CN2)cc1	95
COC(=O)c1sccc1NC(=O)c1cc2c(s1)CCCC2	109
O=C(O)CN(Cc1ccco1)S(=O)(=O)c1ccccc1	103
Cc1nc(Nc2ncc3c(n2)CCCC3=O)nc2ccccc12	79
O=c1cnnc(SCCc2ccccc2)[nH]1	112
Cc1c(C(=O)N2CC(C)OC(C)C2)oc2ccccc12 (stereo unspecified)	78
CNC(=O)c1cc2cc(OC)ccc2n1CCN(C)C	97
O=C(NC1CC2CCC(C1)N2C(=O)NCc1ccccc1)C1CC1 (stereo unspecified)	93
CC1(C)CC(=O)C=C(NCCN2CCN(C(=O)Nc3ccc(Cl)c(Cl)c3)CC2)C1	140
CCOc1ccc(OCC)c(NC(=O)CN2CCN(c3ccc(C)cc3C)CC2)c1	83
COc1ccc(NC(=O)CSc2nc3c(c(=O)n2-c2ccccc2)SCC3)c(OC)c1	71
O=C(O)c1ccc(COc2ccc3c4c(c(=O)oc3c2)CCC4)o1	90
COc1cc(OC)cc(C(=O)Nc2cccc(C(C)=O)c2)c1	95
CCOc1cc(S(=O)(=O)N2CCC(Cc3ccccc3)CC2)c(OCC)cc1-n1cnnn1	82
COc1ccc(CN(CC(=O)NCc2ccco2)C(=O)CCC(=O)Nc2ccccn2)cc1	75
CC(C)NC(=O)Cn1c(SCC(=O)N2c3ccccc3CC2C)nc2ccccc21 (stereo unspecified)	76
Fc1ccccc1COc1ccc(/C=N/n2cnnc2)cc1	111
CCN1C(=O)NC(c2cc(Br)ccc2OC)C(C(=O)OC)=C1C (stereo unspecified)	86
Cc1[nH]nc(-c2ccc(O)c(C)c2O)c1-c1cnn(-c2ccccc2)c1	93
CN(C)[C@@H]1C(=O)C(C(N)=O)=C(O)[C@@]2(O)C(=O)C3=C(O)c4c(O)ccc(Cl)c4[C@@H](O)[C@H]3C[C@@H]12	92
CS(=O)(=O)Nc1ccc(C(=O)NCc2cccnc2)cc1	90
C[C@H](CS)C(=O)N1CCC[C@H]1C(=O)O	101
O=C(Nn1cnnc1)C(c1ccccc1)c1ccccc1	100
Cc1ccc(-c2nc(Nc3ccccc3)n[nH]2)cc1	92
COCCOC(=O)C1=C(C)NC(=O)NC1c1c(F)cccc1Cl (stereo unspecified)	96
Cc1nnc2sc(-c3cccc4ccccc34)nn12	91

Exported field by field: four of the compounds above.
smiles: C[C@H](CS)C(=O)N1CCC[C@H]1C(=O)O
  SKBR3 24h inh: 101
smiles: O=C(Nn1cnnc1)C(c1ccccc1)c1ccccc1
  SKBR3 24h inh: 100
smiles: CN(C)[C@@H]1C(=O)C(C(N)=O)=C(O)[C@@]2(O)C(=O)C3=C(O)c4c(O)ccc(Cl)c4[C@@H](O)[C@H]3C[C@@H]12
  SKBR3 24h inh: 92
smiles: CS(=O)(=O)Nc1ccc(C(=O)NCc2cccnc2)cc1
  SKBR3 24h inh: 90

(list continues)
structure	SKBR3 24h inh
O=C(CN1C(=O)c2cccc3cccc1c23)Nc1ccccc1C(=O)NCc1ccco1	100
CCC(OC(=O)c1cccs1)C(=O)NCc1ccco1 (stereo unspecified)	85
CCOC(=O)Cc1nnc(NC(=O)CSc2nnc3c4ccccc4n(C(C)C)c3n2)s1	106
Cc1cc(OCC(=O)N2CCCC2)cc(C)c1Cl	96
CCc1ccc(OCc2nnc(SCCN3CCOCC3)n2CC)cc1	62
CCN(CC)CCN1C(=O)C2C3c4ccccc4C(c4ccccc43)C2C1=O (stereo unspecified)	81
CCOc1ccc(-c2nnc(-c3ccco3)o2)cc1	96
Cc1ccc(/C=N/c2sc3c(c2C#N)CCCCC3)o1	91

A few values from the list.
For SKBR3 24h inh, CCOC(=O)Cc1nnc(NC(=O)CSc2nnc3c4ccccc4n(C(C)C)c3n2)s1 is listed with 106
For SKBR3 24h inh, CCN(CC)CCN1C(=O)C2C3c4ccccc4C(c4ccccc43)C2C1=O (stereo unspecified) is listed with 81
For SKBR3 24h inh, O=C(CN1C(=O)c2cccc3cccc1c23)Nc1ccccc1C(=O)NCc1ccco1 is listed with 100

(next part)
structure	SKBR3 24h inh
C=CCN1C(=O)C(O)(CC(=O)c2ccc(N)cc2)c2ccccc21 (stereo unspecified)	89
COC(=O)c1ccc(NC(=O)c2ccc(N(C)S(C)(=O)=O)cc2)cc1	95
O=C(CC1C(=O)NCCN1C(=O)Nc1ccccc1)Nc1ccc2c(c1)OCCO2 (stereo unspecified)	106
O=C(CSc1nnc(-c2cccnc2)o1)c1cc2ccccc2oc1=O	90
O=C(O)CCOc1ccc2c(c1)OCCO2	90
O=C(O)C1CCCCC1C(=O)Nc1ccc2c(c1)CCC2 (stereo unspecified)	102
O=C(Nc1ccccc1F)C1C2C=CC3(O2)C1C(=O)N(c1cccnc1)C3C(=O)NC1CCCCC1 (stereo unspecified)	89
Cn1c(Sc2nc3ccccc3n2C)nc2ccccc21	99
Cn1c(=O)c(=O)n(C)c2cc(S(=O)(=O)N3CCCCCC3)ccc21	70
CN(Cc1cc2ccccc2[nH]c1=O)C(=O)C1CCCCC1	79
Cc1ccc(C(c2nnnn2CS(=O)(=O)c2ccc(C)cc2)N2CCC(C(N)=O)CC2)cc1 (stereo unspecified)	81
CNC(=O)Cn1c(=O)n(C)c2ccccc21	95
CC(=O)N1CCN(S(=O)(=O)c2ccc(S(=O)(=O)NC3CC3)cc2)CC1	139
Cc1cccc(NC(=O)CSc2nnc(CSc3nc(C)cc(C)n3)o2)c1	92
O=C(Nc1ccc2c(c1)OCO2)c1cc2ncc(Br)cn2n1	94
Cc1ccc(-c2nnc(-c3ccccc3)o2)cc1Br	102
O=C(NCc1ccco1)C(NS(=O)(=O)c1cccc2nsnc12)c1ccccc1 (stereo unspecified)	85
Cc1csc(NC(=O)CNS(=O)(=O)c2cccs2)n1	103
Cc1ccc(C)c2[nH]c(=O)c(CCNC(=O)c3ccc4c(c3)OCO4)cc12	84
CCC(=O)N1CCc2cc(Br)cc(S(=O)(=O)CCC(=O)NCc3ccco3)c21	112
Cc1ccc(C(=O)N(CN2CCCC2=O)c2ccc(F)cc2)cc1C	81
O=C(NCc1cccnc1)c1cc(-c2ccco2)on1	104
COc1ccccc1-c1noc(CCC(=O)Nc2cccc(C(F)(F)F)c2)n1	70
C=CCn1c(=N)c(C(=O)NCCCOC)cc2c(=O)n3ccccc3nc21	58
Cn1cc(C(=O)NC2CCCCCCC2)c(=O)c2cc(S(=O)(=O)N3CCCC3)ccc21	97
COc1ccc(N2C(=O)C(Cl)=C(N3CCN(Cc4ccccc4)CC3)C2=O)cc1	88
CCOC(=O)/C=C1\SCC(=O)N1CCOc1cccc(Br)c1	104
CC1(C(=O)Nc2nccs2)Cc2ccccc2C(=O)O1 (stereo unspecified)	97
CCN(CC)c1ccc(C2Nc3cccc4cccc(c34)N2)c(O)c1	100
CCCN1C2CCCC1CC(NC(=O)Nc1cccc(C(C)=O)c1)C2 (stereo unspecified)	111
CCCCOc1ccc(-c2nnn(CC(=O)NCc3ccco3)n2)cc1	85
O=C(CSc1nnnn1C1CCCC1)N1CCCc2ccccc21	70
CSCC[C@H](NC(=O)OC(C)(C)C)c1nnc(SCC(N)=O)o1	123
Fc1cccc(-c2cc3nc4c(c(N5CCN(c6cnccn6)CC5)n3n2)CCCC4)c1	93
CCCCCC(=O)Nc1ccccc1N1CCN(c2ccccc2)CC1	87
CS(=O)(=O)NCc1nnc(SCC(=O)NC2CCCCC2)n1-c1ccc(F)cc1	97
Cc1ccc(NC(=O)c2ccco2)c(NC(=O)CN2C(=O)c3ccccc3C2=O)c1	107
O=C(O)c1ccc(NS(=O)(=O)c2ccc(Cl)cc2)cc1	110
O=C1c2cccnc2C(=O)N1CO	87
c1ccc(CCNc2ncnc3c2cnn3-c2ccccc2)cc1	80
COc1cc2nc(-c3cccs3)oc(=O)c2cc1OC	92
Cc1nn2c3c(cnc2c1-c1ccccc1)C(=O)CC(c1ccco1)C3 (stereo unspecified)	81
COC(=O)Nc1ccc(Oc2ccccc2)cc1	89
CCC(=O)Nc1cccc(-c2nnc(SCC(=O)NCc3ccco3)n2C)c1	76
COc1cc([C@@H]2[C@H]3CN(C)CC=C3C(C#N)=C(N)C2(C#N)C#N)cc2c1OCO2	83
O=C(Nn1cnc2ccccc2c1=O)c1ccccc1Cl	74
CCOc1ccc(S(=O)(=O)N2CCN(C)CC2)c(C)c1C	75
Cc1ccc(C)c(NC(=O)CSc2nnc(-c3ccccc3C)o2)c1	85
CCc1c(C)nc(/N=C(/NC(=O)c2ccccc2)Nc2ccccc2OC)[nH]c1=O	96
CCC(C)(C)n1nnnc1C(c1cc2cccc(C)c2[nH]c1=O)N1CCN(C(=O)c2ccco2)CC1 (stereo unspecified)	82
O=C(O)CCc1ccc(-c2cccs2)n1NC(=O)c1ccco1	96
N#CC12CCCCC1CC1CCCCC1(C#N)N2Cc1ccccn1 (stereo unspecified)	71
CCOC(=O)C1=C(O)C(=O)N(c2ccc(S(N)(=O)=O)cc2)C1c1ccc(OC)cc1OC (stereo unspecified)	113
COC(=O)c1c(C#N)c(N)nc2c1CCC2	116
Cc1cc(C)n(C(=O)CNC(=O)COc2ccccc2)n1	83
O=C(CCS(=O)(=O)c1cccc2nonc12)Nc1cccc2c1CCCC2	117

Other entries:
structure	SKBR3 24h inh
O=C(C1CCN(S(=O)(=O)N2CCOCC2)CC1)N1CCc2ccccc21	86
Cc1ccc(-c2noc(CN3CCN(Cc4ccccc4)CC3)n2)cc1	94
CSc1nnc(C2CCCN2)n1C (stereo unspecified)	92
COc1cc(OC)cc(C(=O)NC2CCSC2=O)c1 (stereo unspecified)	101
O=C(CC1SC2=NCCN2C1=O)Nc1ccc(Br)cc1 (stereo unspecified)	107
CC1C(=O)C(C)C(c2ccco2)NC1c1ccco1 (stereo unspecified)	98
N#CCCN(C1CCCCC1)S(=O)(=O)CCOc1ccccc1	121
CC(C)c1nc2cc3ccccc3cc2[nH]1	109
COC(=O)CSc1nc2ccccc2n1CC(=O)N(C(C)C)C(C)C	84
C=CCN(C(=O)CNC(=O)c1ccco1)C(C(=O)NC1CCCCC1)c1ccc(OC)cc1OC (stereo unspecified)	91
C[C@H](NC(=O)C1(c2ccccc2)CCN(C(=O)[C@H]2CSCN2C(=O)OC(C)(C)C)CC1)C(=O)O	64
O=S(=O)(CC(CN1CCCC1)N1CCCC1)c1ccc2ccccc2c1 (stereo unspecified)	96
CCOC(=O)c1c(NC(C)=O)sc2c1CCCNC2=O	77
CC(C)(C)n1nnnc1C(c1ccccc1F)N(Cc1ccco1)CC1CCCO1 (stereo unspecified)	77

From PubChem
